# Bioassay records as filed in PubChem.
# UBC13 inh = human UBC13 polyubiquitination inhibition; P61088; UBC13 polyubiquitin chain formation, TR-FRET; inhibition, % at 20 µM; 0.47% of 330,000 active; in the data active means inhibition above about 45%, passing the limit was not always enough
# Target sequence (P61088 whole entry, looked up): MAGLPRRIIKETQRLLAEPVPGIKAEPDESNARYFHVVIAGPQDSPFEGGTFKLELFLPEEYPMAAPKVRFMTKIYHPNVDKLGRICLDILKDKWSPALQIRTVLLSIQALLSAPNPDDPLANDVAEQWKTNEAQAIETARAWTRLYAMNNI
# Apaf-1 inh = inhibitors of human Apaf-1 apoptosome | O14727 | reconstituted apoptosome caspase-3 activity, DEVD-Rh110 fluorescence | inhibition, % at 20 µM | 0.71% of 330,000 active | AID 489030; active means inhibition of at least 40% at 20 µM;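 further: plate controls were DMSO wells for no effect and DEVD-CHO caspase inhibitor wells for full effect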
#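 Material: cell-free apoptosome with Apaf-1, procaspase-3 and caspase-9; Buffer or medium: Hepes pH 7.5 with detergent and BSA; Reagent: cytochrome c trigger plus (Z-DEVD)2-Rh110 caspase-3 substrate; Times: compound with Apaf-1, dATP, procaspase-3 30 min, then 50 min reaction, room temperature; Technique: Rh110 fluorescence intensity.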
# APOBEC3G inh = inhibitors of human APOBEC3G DNA deaminase | Q9HC16 | recombinant A3G, ssDNA deamination FAM/TAMRA fluorescence | inhibition, % at 20 µM | 0.28% of 330,000 active;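 active means inhibition of at least 40% at 20 µM, with no more than 30% in the related APOBEC3A deaminase screen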;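 further: plate controls were DMSO wells with A3G for no effect and wells lacking A3G enzyme for full effect; some compounds called inactive have numbers as strong as hits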
# Target sequence (Q9HC16 whole entry, looked up): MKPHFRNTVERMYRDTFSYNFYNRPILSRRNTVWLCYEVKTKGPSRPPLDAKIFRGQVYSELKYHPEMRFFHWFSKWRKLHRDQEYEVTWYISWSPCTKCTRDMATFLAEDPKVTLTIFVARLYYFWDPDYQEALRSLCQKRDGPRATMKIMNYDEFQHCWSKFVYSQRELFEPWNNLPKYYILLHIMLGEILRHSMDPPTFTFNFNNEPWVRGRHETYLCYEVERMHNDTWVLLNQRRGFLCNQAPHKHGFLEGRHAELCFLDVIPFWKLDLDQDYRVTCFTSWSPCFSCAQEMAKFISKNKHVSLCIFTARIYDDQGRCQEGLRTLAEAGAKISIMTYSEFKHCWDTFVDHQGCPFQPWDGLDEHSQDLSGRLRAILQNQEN
# SENP1 inh = inhibitors of human SENP1 SUMO protease catalytic domain; Q9P0U3; recombinant SENP1 catalytic domain, CyPet-SUMO1-YPet FRET cleavage; inhibition, % at 10 µM; 0.21% of 360,000 active;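 active means inhibition at least 30% at 10 µM, raw YFP signal under a set limit, fluorescence ratio 0.5 to 1.5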;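 further: 0% = enzyme with DMSO and 100% = no enzyme wells; some results filed as inactive read as strong as hits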
# Target sequence (Q9P0U3 419-644 limits assumed): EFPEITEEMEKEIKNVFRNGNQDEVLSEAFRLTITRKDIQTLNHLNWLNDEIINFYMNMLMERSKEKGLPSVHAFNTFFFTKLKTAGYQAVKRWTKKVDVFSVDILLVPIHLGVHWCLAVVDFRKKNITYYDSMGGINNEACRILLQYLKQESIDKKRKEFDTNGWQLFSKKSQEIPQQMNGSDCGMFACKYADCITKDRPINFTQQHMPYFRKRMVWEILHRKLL
#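 Compound: 10 µM single point, 0.5% DMSO; Test system: hSENP1 catalytic domain, recombinant; Timing: 50 min reaction at room temperature; Technique: FRET, CFP and YFP emission; Control set: no-enzyme wells low, DMSO-plus-enzyme wells high control.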
# SENP7 block = SENP7 protease inhibition | inhibition, % at 5 µM | 1.5% of 330,000 active | Q9BQF6 | recombinant SENP7, Z-RLRGG-aminoluciferin luminescence, 40 min;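 active means inhibition above about 50% at the single test dose, limit read from the data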;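 further: plate controls were DMSO with enzyme for no effect and no enzyme buffer wells for full effect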
# SENP8 block-1 = inhibitors of human SENP8 protease. Q96LD8. purified SENP8, Z-RLRGG-aminoluciferin cleavage, luminescence. inhibition, % at 10 µM. 1.2% of 330,000 active. AID 2540; in the data active means inhibition above about 50%
# SENP8 block-2 = inhibitors of human SENP8 protease; recombinant SENP8, Nedd8 substrate fluorescence; inhibition, % at 20 µM; 0.64% of 360,000 active; AID 602440; in the data active means inhibition mostly above about 40%, no sharp cut-off; inactive means mostly below about 27%
# SENP6 block = inhibitors of human SENP6 protease; Q9GZR1; Recombinant SENP6 catalytic domain, aminoluciferin luminescence; inhibition, % at 10 µM; 1.8% of 330,000 active; AID 2599;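 active means inhibition above about 50% at the single tested dose, limit read from the data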;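 further: plate controls were DMSO wells with enzyme for no effect and DMSO wells lacking enzyme for full effect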
# Active calls of the source: *.
SMILES,UBC13 inh,Apaf-1 inh,APOBEC3G inh,SENP1 inh,SENP7 block,SENP8 block-1,SENP8 block-2,SENP6 block
O=C(CSc1ccccn1)N1CCN(C(=O)CSc2ccccn2)CC1,4,-1,-6,2,-3,-8,27,-8
CC1c2[nH]c3ccccc3c2C[C@H]2C(=O)N(CCCN(C)C)CC(=O)N12 (stereo partly drawn),7,-3,-6,0,4,0,26,7
COc1ccc(C(=O)N/C(=C/c2cccnc2)C(=O)N2CCN(C)CC2)cc1OC,-1,13,-4,-2,-12,-7,11,-10
CC(=O)NNS(=O)(=O)c1ccccc1[N+](=O)[O-],-3,-6,-2,1,3,8,8,11
CC(=O)c1ccc(NC(=O)CCC(=O)OCC(F)(F)C(F)F)cc1,4,-7,3,1,4,-2,22,2
O=C(/C=C/c1ccccc1)OCC(=O)c1c[nH]c2ccccc12,-8,17,7,-6,9,-5,2,8
O=C(Nc1ccccc1)N1CCCC2CCCCC21 (stereo not drawn),1,8,1,-1,3,1,29,-4
CCOCCCNC(=O)CN1C(=O)CSc2ccc(S(=O)(=O)N3CCOCC3)cc21,2,-1,1,3,7,9,5,-3
COC(=O)CN(c1ccccc1[N+](=O)[O-])S(=O)(=O)c1ccccc1,10,-2,-5,2,5,0,1,-7
O=c1[nH]c(SCc2ccc(Cl)cc2)nc2ccccc12,5,6,-11,2,-6,-12,12,-23
CC1(C)CC(CC(=O)Nc2ccccn2)C(=O)O1 (stereo not drawn),9,1,-3,-1,-5,1,20,4
O=C(Nc1ccc(NC(=O)N2CCN(c3ccccc3O)CC2)cc1)N1CCN(c2ccccc2O)CC1,0,-2,-3,1,-7,0,24,-15
Nc1nc(-c2ccc3ccccc3c2)cs1,8,7,0,1,74*,69*,-255,33
CCOC(=O)c1c(C)[nH]c(=S)c(C#N)c1-c1ccc(Cl)cc1,39,6,-4,-15,2,0,11,0
COc1ccc(NC(=O)Nc2ccc3c(c2)C(=O)N([C@@H](C)CO)C[C@@H](C)[C@@H](CN(C)S(=O)(=O)c2cccs2)O3)cc1,-3,10,-5,2,2,8,-6,-3
COc1ccc(NC(=O)CCCn2c(=O)oc3ccccc32)cc1Cl,12,-6,-1,3,5,-9,4,-3
Cc1ccc(CNC(=O)c2cc(=O)c3ccc(C)cc3o2)cc1,0,8,0,1,2,5,14,0
COc1ccc(N2CCN(Cc3cc(=O)oc4ccc(Cl)cc34)CC2)cc1,-8,10,-3,-2,3,2,6,-18
O=C(CSc1nnc(-c2ccc(O)cc2)o1)Nc1ccccc1Br,10,-9,-12,1,7,4,20,22
COC(=O)CC1C(=O)NCCN1C(=O)c1ccc(Cl)cc1 (stereo not drawn),2,4,-3,0,-3,-6,4,-22
Cc1cc(NC(=O)CSc2nc3ccccc3c(=O)n2Cc2ccccc2)no1,22,-8,-7,0,8,-3,17,-22
CC(C)(C)OC(=O)C[C@H]1C/C=C\C[C@H](CC(=O)N[C@H](CO)Cc2ccccc2)C(=O)N[C@H](C(C)(C)C)COC1=O,-10,17,-2,1,-6,-10,11,-11
O=C(O)CCC(=O)NNC(=O)c1cccc(Cl)c1,-8,-1,2,1,-2,-5,8,-4
CCCN1Cc2cccc(C(=O)NCCc3ccccc3)c2C1=O,-5,15,-7,2,-3,-5,10,-29
COc1ccc(CC(=O)n2nc(-c3cccnc3)nc2N)cc1,4,-4,-6,-8,10,-4,-12,12
CCCC(=O)N1CC(=O)Nc2ccc(Br)cc2C1c1ccc(F)cc1 (stereo not drawn),0,14,-12,3,1,2,15,-12
CCn1c(NC(=O)Nc2ccccc2OC)nc2ccccc21,12,-4,-4,-4,3,5,8,-10
CCc1ccc(C(=O)COC(=O)CNC(=O)c2cccs2)cc1,-1,4,-5,-2,6,4,20,-6
COc1ccccc1CNC(=O)Cc1cc(=O)[nH]c(=O)[nH]1,-8,12,-2,-60,-3,-1,2,-8
CN(C)CCCNC(=O)c1cc(C(=O)c2ccccc2)c[nH]1,2,2,-5,1,-4,5,20,2
Cc1ccc(S(=O)(=O)N2CCCCC2)cc1C(=O)NCCc1ccccc1,3,-7,-10,0,-4,-5,10,-11
CCOc1ccc(C(C)C)cc1S(=O)(=O)N1CCOCC1,3,3,-2,-1,-6,1,10,-1
Cc1c(OCC(=O)C(C)(C)C)ccc2c3c(c(=O)oc12)CCCC3,6,11,-4,-26,-8,12,-132,-12
Cc1cc(F)ccc1S(=O)(=O)N1CCCOC1CNC(=O)C(=O)NCc1ccco1 (stereo not drawn),7,-3,-1,1,2,2,12,5
COc1ccc(C=O)cc1CN1C(=O)c2ccccc2C1=O,0,6,-5,-1,-7,6,-1,-20
CCOc1ccccc1C(=O)NCC(=O)NCCCSc1ccccc1,2,14,5,1,2,0,7,4
C=CCOc1cccc(CNn2cn[nH]c2=S)c1,1,-23,31,5,-1,1,10,11
O=C(CN1C(=O)CSC1=O)Nc1ccccc1N1CCOCC1,-9,-2,-1,1,-2,-9,24,-13
Cc1ccsc1C(=O)NNC(=O)c1ccccc1F,5,3,-4,3,58*,29,1,42
Cc1ccc(N(CC(O)CN2CCCC2)S(=O)(=O)c2ccccc2)cc1 (stereo not drawn),14,-14,-9,-2,-7,-5,-7,-12
COc1ccc(-c2cc(C(=O)N3CCCC3)c3ccccc3n2)cc1OC,-1,8,-6,0,-6,3,-370,-7
CCOc1cccc(CN2CCCC(C(=O)Nc3ccc(-c4ccn[nH]4)cc3)C2)c1O (stereo not drawn),15,-4,-12,0,3,3,7,7
COCCn1nnnc1C(c1cc2cc(C)ccc2[nH]c1=O)N1CCN(C2CCCCC2)CC1 (stereo not drawn),2,5,-4,-27,-1,-3,-128,-4
O=C(CN1CCN(S(=O)(=O)c2ccc(Cl)cc2)CC1)Nc1ccc(F)cc1F,0,23,-3,-1,4,-3,13,0
COc1cc2[nH]c(=S)n(Cc3ccc(C)cc3)c(=O)c2cc1OC,-3,10,1,1,15,1,15,-1
CC1C(=O)OC(c2ccc(Br)cc2)C(C)(C)C1=O (stereo not drawn),-2,-23,-7,1,-3,3,0,-10
Cn1cnc(S(=O)(=O)Nc2ccccc2C(=O)NCC2CC2)c1,4,-7,-5,2,-2,-3,-260,-3
Cc1ccc(Nc2ccc(C(N)=O)cc2[N+](=O)[O-])cc1C,-34,-1,-3,-124,12,-6,-4,-5
Cc1cccc(Nc2c3c(nc4ccccc24)CCC3)c1,4,1,-4,0,-4,-2,-95,-20
Cc1ccc(CSCCNS(=O)(=O)c2ccc(C)cc2)cc1,1,13,-2,2,-4,-6,19,-11
CCOc1cc(C(=O)Nc2ccon2)cc(OCC)c1OCC,-4,-3,2,0,16,1,14,4
O=C(CCCn1c(SCC(=O)c2ccc(O)c(O)c2)nc2ccccc2c1=O)NCC1CCCO1 (stereo not drawn),4,-3,-3,1,-4,-7,24,-16
CC(C)c1ccc(Nc2nc(CC(=O)O)cs2)cc1,8,6,-5,0,13,24,-9,28
COc1ccc(OC)c(-c2cc(C(=O)Nc3c(C)nn(Cc4ccccc4C)c3C)no2)c1,13,2,-4,2,-2,7,-268,1
CN(C(=O)CSc1nnc(-c2n[nH]c3ccccc23)o1)c1ccccc1,0,14,0,2,41,9,16,43
Cc1[nH]n(-c2ccccc2)c(=O)c1C(C[N+](=O)[O-])c1ccccc1Cl (stereo not drawn),-34,79*,-8,2,47,0,64*,19
COc1ccc(NS(=O)(=O)c2cc(C(=O)N3CCC3)ccc2C)cc1,71*,48*,0,0,3,-7,9,1
Cc1ccc(S(=O)(=O)N(C)C)cc1NC(=O)[C@H](Cc1ccccc1)N1C(=O)c2ccccc2C1=O,0,7,6,0,6,4,13,18
CCc1noc(C)c1C(=O)Nc1nc(-c2ccccc2)cs1,-2,20,-10,0,1,-12,-10,-13
O=C(NCC1CCCO1)C12CN(Cc3ccccc3)CC1C(c1cccc([N+](=O)[O-])c1)=NO2 (stereo not drawn),-2,-4,-10,4,5,-12,18,-20
# Further entries:
SMILES,UBC13 inh,Apaf-1 inh,APOBEC3G inh,SENP1 inh,SENP7 block,SENP8 block-1,SENP8 block-2,SENP6 block
COc1cccc(NC(=O)NCC2CCN(Cc3ccc(F)cc3)CC2)c1,0,4,-6,3,-10,-13,19,-23
COc1cccc(C(=O)Nc2cccc(NC(=O)c3ccccc3Cl)c2)c1,4,8,-7,1,0,4,1,24
CCCCc1ccc(NC(=S)N2CCCC2)cc1,-1,1,-6,0,12,-1,7,10
Cc1ccn(CC(=O)N2CCCC(N3CCN(c4cccc(Cl)c4)CC3)C2)n1 (stereo not drawn),1,-12,-10,0,-4,-4,12,5
CC1(C)Cc2nc3sc4c(=O)n(CC(=O)NCc5ccco5)cnc4c3cc2CO1,6,-8,-6,0,1,-4,-12,-2
COc1ccc2[nH]c3c(=O)n(CCCC(=O)NC4CCC(C)CC4)c(=S)[nH]c3c2c1 (stereo not drawn),-17,-2,-3,1,9,-6,-70,-9
CCOc1ccccc1NC(=O)C(OC(=O)c1ccc(CC)cc1)c1ccccc1 (stereo not drawn),22,21,-8,1,3,-5,6,-3
Cc1cc(C(=O)Nc2cccc3ccccc23)co1,2,11,3,-3,6,-1,-6,8
Cc1onc(-c2ccccc2)c1C(=O)Nc1ccc(S(=O)(=O)N2CCCCC2)cc1,5,4,-1,1,1,6,0,13
O=C(c1ccc2c(=O)n3c(nc2c1)CCCCC3)N1CCN(c2ccccc2)CC1,-14,0,-5,1,-4,-3,18,1
COc1cc(CCC(=O)N2CCN(c3cccc(C)c3C)CC2)cc(OC)c1OC,0,6,-2,0,7,0,18,-1
COc1ccc(NC(=O)CN2C(=O)NC(C)(c3ccc(C)cc3)C2=O)c([N+](=O)[O-])c1 (stereo not drawn),-13,16,-4,-1,-2,-12,6,-29
O=C(Cc1csc(-c2ccccc2)n1)Nc1ccc(C(F)(F)F)cc1,10,11,-6,0,7,-4,14,-5
COCCN1CCC(CNCc2c(C(=O)N3CCCCC3)nc3c(C)cccn23)C1 (stereo not drawn),20,-12,-10,-8,-7,-1,4,-11
Cc1ccc(C)c(OCCC(=O)OCC(=O)NC2CCCC2)c1,1,-4,-5,0,-2,-5,-4,-4
O=C(NNC(=O)c1cccc(S(=O)(=O)Nc2ccc(Cl)cc2)c1)c1ccc(=O)[nH]c1,14,-2,-5,0,7,-7,2,-7
Cc1ccc(S(=O)(=O)N(CC(=O)Nc2ccccc2C(=O)O)c2ccccc2)cc1,-7,7,-5,1,-7,-4,-3,-48
O=C(CN1C(=O)c2cccnc2C1=O)c1ccccc1,3,3,0,0,13,1,11,-13
O=C(NN1CCOCC1)c1ccccc1Br,3,-18,-9,-2,4,6,2,-13
